# TrxR1 substrate: qHTS Assay for Substrates of Mammalian Selenoprotein Thioredoxin Reductase 1 (TrxR1): qHTS; Thioredoxin reductase 1, cytoplasmic (Rattus norvegicus), O89049; purified TrxR1 substrate turnover, NADPH consumption readout; Potency, µM (highest dose often 114 µM), for the others: top-dose activity change, negative = substrate turnover; 390,000 compounds, 0.01% hits; AID 588456, 2011; also: potency is read from the fitted curve at half-maximal effect; % is scaled to controls: 0 for no effect and ±100 for the full control effect; nearly all actives have a fitted effect of over 50% in size
#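 Rat TrxR1, dispensed at 90 nM, was prereduced with 400 uM NADPH (final) for 5 min at ~22 deg C, then incubated with compound 15 min before 400 uM selenite. A first-read NADPH fluorescence drop versus no-compound background flagged substrates.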
# Tb PGK inh: qHTS Assay to Find Inhibitors of Phosphoglycerate Kinase; PGK/GAPDH coupled, Kinase-Glo luminescence, 60 min; Phosphoglycerate kinase, glycosomal (Trypanosoma brucei brucei), P07378; 380,000 compounds, 0.043% hits; Potency, µM (doses to about 57.5 µM), inactives show at the top dose activity change, negative = inhibition, hits mostly inhibitors; also: potency is read from the fitted curve at half-maximal effect; % is scaled to controls: 0 for no effect and ±100 for the full control effect; nearly all actives have a fitted effect of over 60% in size
#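 Luminescent ATP detection (Kinase-Glo Plus) follows a 60-minute room-temperature incubation, with wells lacking PGK as controls. Buffer: 100 mM TEA (pH 7.6), 5 mM MgCl2, 0.01% Tween-20. Coupling enzyme GAPDH (100 nM final) supplies unstable 1,3-BPG in-well.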
# GLS inhibitor: qHTS for Inhibitors of Glutaminase (GLS). Glutaminase kidney isoform, mitochondrial (Homo sapiens), O94925. GLS enzymatic activity, qHTS titration. Potency, µM (titrated, usually from 45.5 µM), for the others: at the highest dose activity change, negative = inhibition, hits mostly inhibitors. 410,000 compounds, 0.21% hits; also: potency is read from the fitted curve at half-maximal effect; % is scaled to controls: 0 for no effect and ±100 for the full control effect
#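 hKGA in 45 mM KH2PO4 (pH 8.2), 0.02% Tween-20 with compound, then 1mM L-Glutamine (stock as added) plus glutamate oxidase/HRP/Amplex red coupling mix. Fluorescence read initially and after 30 min at RT; signal change reflects glutamate formation.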
# HP1b binding inh: HTS for Inhibitors of HP1-beta Chromodomain Interactions with Methylated Histone Tails; AID 540317, 2011; AlphaScreen HP1-beta / biotin-H3K9me3 peptide binding; Potency, µM (top dose mostly 114 µM), for inactives: at the highest dose activity change, negative = inhibition, most hits filed as inhibitors; 390,000 compounds, 0.56% hits; Chromobox protein homolog 1 (Homo sapiens), P83916; also: potency is read from the fitted curve at half-maximal effect; nearly all actives have a fitted effect of over 70% in size; inactives centre near 23
# Target sequence (P83916 whole entry, looked up): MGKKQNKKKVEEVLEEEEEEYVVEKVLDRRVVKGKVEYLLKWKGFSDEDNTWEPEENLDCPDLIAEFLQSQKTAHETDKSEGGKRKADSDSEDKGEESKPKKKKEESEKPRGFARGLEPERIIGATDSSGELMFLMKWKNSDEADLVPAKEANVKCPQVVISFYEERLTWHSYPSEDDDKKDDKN
#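 Compound inhibition of the preformed complex between 50 nM HP1-beta and 50 nM biotinylated H3K9me3 peptide was read by AlphaScreen. Buffer was PBS pH 7.4 with 0.01% Tween-20. Incubations ran 30 min at room temperature, with 10 ug/mL donor/acceptor beads.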
# PI4K2A block: qHTS for small molecular inhibitors of PI4K2A; purified PI4K2A, ADP-Glo luminescence, 1 h; active compounds read low; activity change, negative = inhibition, % at 76.9 µM; 420,000 compounds, 0.13% hits; in the data active = activity change below about -50%; inconclusive = mostly about -30% to -49%;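 also: -100% = wells without enzyme as full effect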
# Target sequence (Q9BTU6 whole entry, looked up): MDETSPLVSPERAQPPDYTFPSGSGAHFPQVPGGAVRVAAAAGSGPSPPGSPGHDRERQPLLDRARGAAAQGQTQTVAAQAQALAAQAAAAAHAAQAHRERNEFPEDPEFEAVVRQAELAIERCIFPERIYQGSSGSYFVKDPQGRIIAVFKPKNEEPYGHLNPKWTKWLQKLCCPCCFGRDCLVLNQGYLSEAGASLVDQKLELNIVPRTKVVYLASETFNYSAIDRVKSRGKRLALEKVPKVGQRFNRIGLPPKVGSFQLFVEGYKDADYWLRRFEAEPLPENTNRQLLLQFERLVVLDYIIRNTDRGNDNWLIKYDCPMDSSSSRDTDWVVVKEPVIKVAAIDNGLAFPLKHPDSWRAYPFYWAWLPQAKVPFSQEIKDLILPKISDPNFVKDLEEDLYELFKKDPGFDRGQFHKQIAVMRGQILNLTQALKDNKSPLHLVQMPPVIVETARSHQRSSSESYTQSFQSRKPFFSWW
#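 ADP-Glo luminescence measured ADP generated by PI4K2A enzyme (4 ug/mL before mixing) with 1.2 mM PI substrate (pre-mix) and 300 microM ATP (pre-mix). Tris pH7.5 buffer with MgCl2, Triton X-100; 1 h reaction at ambient temperature.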
# Pin1 inhibitor: qHTS Assay to Find Inhibitors of Pin1. 390,000 compounds, 0.009% hits. Potency, µM (doses to about 115 µM), for the others: at the highest dose activity, negative = inhibition, most hits filed as inhibitors. AID 504891, 2011. Peptidyl-prolyl cis-trans isomerase NIMA-interacting 1 (Homo sapiens), Q13526. Pin1 FP peptide displacement, HiFluor488, 10 min; active = well fitted inhibition curve with a large enough effect in the polarisation, with a control signal flat, not every such curve was filed as active; inconclusive = small, poorly fitted or top-dose-only effect, or effect the other way, or a change in a side signal; inactive = no such curve, though single readings can be large or run the other way; the % refers to the polarisation; also: potency is read from the fitted curve at half-maximal effect; % is scaled to controls: 0 for no effect and ±100 for the full control effect
# Target sequence (Q13526 whole entry, looked up): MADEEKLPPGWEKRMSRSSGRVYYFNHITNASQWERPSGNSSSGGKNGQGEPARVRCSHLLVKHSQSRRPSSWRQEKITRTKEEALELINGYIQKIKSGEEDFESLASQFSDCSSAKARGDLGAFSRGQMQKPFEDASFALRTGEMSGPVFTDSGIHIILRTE
# TrxR1 inh: qHTS Assay for Inhibitors of Mammalian Selenoprotein Thioredoxin Reductase 1 (TrxR1): qHTS | Thioredoxin reductase 1, cytoplasmic (Rattus norvegicus), O89049 | recombinant rTrxR1, NADPH fluorescence consumption, selenite substrate | Potency, µM (highest dose often 114 µM), for inactives: at the highest dose activity change, negative = inhibition, actives largely listed as inhibitors | 390,000 compounds, 1% hits | AID 588453, 2011; also: potency is read from the fitted curve at half-maximal effect; % is scaled to controls: 0 for no effect and ±100 for the full control effect; nearly all actives have a fitted effect of over 65% in size
#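 Rat TrxR1 (90 nM in the dispensed reagent) was pre-reduced with 400 uM NADPH for 5 min at room temperature, then incubated with compound for 15 min. After 400 uM selenite was added, NADPH fluorescence (Ex 340/Em 450 nm) was followed for 8 min.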
# USP1-UAF1 inh: Inhibitors of USP1/UAF1: Primary Screen; recombinant USP1/UAF1, Ub-Rhodamine cleavage fluorescence; 390,000 compounds, 0.23% hits; Potency, µM (series often up to 57.1 µM), inactives show top-dose activity change, negative = inhibition, actives largely listed as inhibitors; also: potency is read from the fitted curve at half-maximal effect; % is scaled to controls: 0 for no effect and ±100 for the full control effect; nearly all actives have a fitted effect of over 60% in size; inactives centre near -12
#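 USP1/UAF1 complex at 1 nM was preincubated with compound for 15 min at room temperature, then Ub-Rho substrate (150nM final) was added. Fluorescence (480/540 nm) was read kinetically, 6 reads every 60 seconds.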
# IDH1 R132H inh: qHTS for Inhibitors of mutant isocitrate dehydrogenase 1 (IDH1): qHTS | IDH1-R132H enzyme, NADPH consumption, diaphorase/resazurin fluorescence | 390,000 compounds, 0.093% hits | Potency, µM (highest dose often 76.6 µM), without a hit: at the top dose activity change, negative = inhibition, most hits filed as inhibitors; also: potency is read from the fitted curve at half-maximal effect; % is scaled to controls: 0 for no effect and ±100 for the full control effect; nearly all actives have a fitted effect of over 65% in size
#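 IDH1-R132H (0.5 ug/mL) preincubated 30 min with compound, then NADPH (0.016 mM) and alpha-KG (2 mM) added; 80 min at RT, pH 7.5. Remaining NADPH coupled via diaphorase/resazurin to fluorescence (540/590 nm); concentration-response curves normalized to no-enzyme control.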
# Numbers without * were called inactive; i = inactive; u = inconclusive; x = no result given; [ ] = dose if it differs, or a comment. Unless noted, calls follow the shape of the dose curve; as a rule, active = well fitted curve in the direction sought with a large enough effect; inconclusive = small, poorly fitted or top-dose-only effect, or another doubt; inactive = no such curve, though single readings can be large; an effect the other way counts as inactive or inconclusive.
# Every second line gives: Pin1 inhibitor	HP1b binding inh	Tb PGK inh	GLS inhibitor	USP1-UAF1 inh	TrxR1 substrate	PI4K2A block	TrxR1 inh	IDH1 R132H inh
1: CC(=O)c1ccc(NC(=O)CCc2c(C)nn(-c3ccc4nncn4n3)c2C)cc1
    6%	11%[57 µM]	i	6%	0%	-3%[57.1 µM]	-2	7%[57.1 µM]	-17%
2: N#CCc1nn(-c2ccccc2)c2ncnc(N)c12
    9%	46%[activator]	3%	-3%	-23%	23%	-23	20%	-3%
3: O=C(Nc1ccc2c(c1)OCO2)c1ccc(Cl)nc1
    4%	6%	-3%	9%	16%	-13%	5	-6%	5%
4: CCC(C)(C)n1nnnc1CN1CCC(O)(c2cccc(C(F)(F)F)c2)CC1
    1%	35%	2%	11%	-13%	5%[57.1 µM]	3	6%[57.1 µM]	4%
5: Cc1ccc(CN2CCSc3ccc(C(=O)NCC4CCCO4)cc32)cc1 (centres undefined)
    0%	22%	10%	32%[activator]	-10%	72%[activator]	0	-24%	-7%
6: Nc1ncnc(Nc2cccc(F)c2)n1
    0%	30%	-3%	4%	-12%	14%	-9	29%[57.1 µM]	5%
7: C=CCn1cnc2c(c1=O)c1nc3ccccc3nc1n2/N=C/c1cccc(OC)c1
    0%	8%	-8%	-13%	-16%	0%	0	19%	-5%
8: CCCCOc1ccc(/C=c2\sc3ncnn3c2=O)cc1
    2%	15%	-6%	7%	-2%	-5%	94	-18%	7%
9: CC(C)CC(=O)NC(NCC1CCCO1)C(Cl)(Cl)Cl (centres undefined)
    -1%	29%	-8%	-2%	-24%	7%	-16	13%	8%
10: COc1cc(OC)cc(-c2nc3n(n2)C(c2ccccc2)C(C(N)=O)=C(C)N3)c1 (centres undefined)
    0%	29%	i	-4%	4%	0%	2	-3%	13%
11: O=C(O)c1cc([N+](=O)[O-])ccc1N1CCCCC1
    13%	23%	-9%	9%	-3%	-21%	-2	-19%	2%
12: CC(NC(=O)/C(C#N)=C/c1ccc(OCC(=O)O)cc1)c1ccccc1 (centres undefined)
    -3%	25%	-8%	-4%	-9%	-20%	-8	-23%	0%
13: CCOc1ccc2c(c1)C(C)=CC(C)(C)N2S(=O)(=O)c1ccc(NC(C)=O)cc1
    u	8%	-15%	-13%	-20%	4%	3	36%[activator]	-9%
14: CC(=O)c1cccc(CN2CCCC(C(=O)Nc3ccc(-c4ccco4)cc3)C2)c1 (centres undefined)
    65%[activator]	18µM*	-8%	4%	-23%	-8%	-15	u	5%
15: O=C(NCc1ccco1)C1CCN(C(=O)N2CCOc3ccccc32)CC1
    -2%	36%	i	0%	u	1%	-2	19%	-10%
16: COc1ccc(C2=CC(=O)CC(c3ccc(F)cc3)C2)cc1 (centres undefined)
    4%	57%[activator]	-3%	-4%	-29%	1%[57.1 µM]	2	14%[57.1 µM]	5%
17: COc1ccc(/C=C2\CCc3ccccc3C2=O)cc1Cn1cccn1
    u	-4%	-8%	4%	-9%	-15%	-5	-9%	13%
18: COc1ccccc1CC(=O)NCc1ccc2c(c1)OCO2
    1%	26%	8%	-8%	-12%	20%[57.1 µM]	3	32%[57.1 µM]	3%
19: O=C(CNC(=O)c1sc2ccccc2c1Cl)Nc1ccccc1F
    5%	23%	-1%	-3%	-21%	3%	4	21%	1%
20: C=CCn1c(-c2ccc(OC)c(OC)c2)cs/c1=N\c1ccccn1
    16%	u	i	-5%	-19%	4%[57.1 µM]	-5	-1%[57.1 µM]	9%
21: O=C(NCCc1ccc(Cl)cc1Cl)c1cncc(Br)c1
    3%	55%[activator]	x	-1%	-20%	-5%	-4	2%	10%
22: COC(=O)CN1C(CN2CCOCC2)=Nc2ccc(Br)cc2C1c1ccccc1 (centres undefined)
    -7%	21%	-7%	2%	-8%	2%[57.1 µM]	-3	19%[57.1 µM]	2%
23: C=CCc1cccc(CNc2nc3ccccc3n2CCN2CCOCC2)c1O
    1%	27%	-7%	5%	-4%	-3%	-7	-1%	6%
24: O=C(c1ccccc1)c1c[nH]c(C(=O)NCCCn2ccnc2)c1
    -7%	13%	2%	10%	-4%	4%[57.1 µM]	7	6%[57.1 µM]	-2%
25: CCCCN(CCCC)S(=O)(=O)c1ccc(C(=O)Nc2sc3c(c2C(N)=O)CCN(CC)C3)cc1
    u	35%	1%	4%	u	-5%[57.1 µM]	1	11%[57.1 µM]	-8%
26: CC(C)c1ccc(NC(=O)CN2C(=O)C3(SCC(=O)N3c3ccc(F)cc3)c3ccccc32)cc1 (centres undefined)
    24%	5%	-9%	-20%	-11%	1%	2	13%	1%
27: Cc1ccsc1C(=O)C1CCCN(Cc2cccn2-c2ccc(Cl)cn2)C1 (centres undefined)
    0%	-6%	i	-2%	-5%	-1%	0	10%	4%
28: CCC(=O)N1CCc2cc(Br)cc(S(=O)(=O)N3CCCC(C(=O)Nc4cccc(F)c4)C3)c21 (centres undefined)
    17%	46%[activator]	0%	-1%	-12%	0%	3	20%	-2%
29: Cc1cccn2cc(CCNC(=O)c3ccc(Br)o3)nc12
    -1%	17%	9%	18%	-7%	2%[57.1 µM]	-5	14%[57.1 µM]	-1%
30: O=C(Cn1c(SCC(=O)N2CCc3ccccc32)nc2ccccc21)NC1CCCC1
    4%	38%	i	9%	-9%	3%	-1	8%	6%

# 2 consecutive compounds out of the list so far, quoted:
# Every second line gives: Pin1 inhibitor	HP1b binding inh	Tb PGK inh	GLS inhibitor	USP1-UAF1 inh	TrxR1 substrate	PI4K2A block	TrxR1 inh	IDH1 R132H inh
1: CC(=O)c1ccc(NC(=O)CCc2c(C)nn(-c3ccc4nncn4n3)c2C)cc1
    6%	11%[57 µM]	i	6%	0%	-3%[57.1 µM]	-2	7%[57.1 µM]	-17%
2: N#CCc1nn(-c2ccccc2)c2ncnc(N)c12
    9%	46%[activator]	3%	-3%	-23%	23%	-23	20%	-3%

# (cont.)
# Every second line gives: Pin1 inhibitor	HP1b binding inh	Tb PGK inh	GLS inhibitor	USP1-UAF1 inh	TrxR1 substrate	PI4K2A block	TrxR1 inh	IDH1 R132H inh
31: O=C(NNC(=O)c1ncc(Cl)c(Cl)c1Cl)c1ccc(F)cc1
    -6%	31%	-6%	15%	-11%	3%	-6	10%	3%
32: O=C(NCCc1ccccc1)c1ccccc1[N+](=O)[O-]
    0%	23%	8%	-4%	-9%	3%	2	12%	-7%
33: CCOc1ccc(/C=N/NC(=O)c2cc3c(OC)cc(OC)c(OC)c3[nH]2)cc1
    -5%	-16%	-4%	2%	-9%	-15%	-4	-11%	-5%
34: CCCOc1ccc(/C(O)=C2/C(=O)C(=O)N(CCN(C)C)C2c2ccncc2)cc1 (centres undefined)
    28%	29%	-7%	13%	-10%	-14%	-4	u	-4%
35: O=C(Nc1nc(-c2ccccn2)cs1)C1CCCC1
    3%	-17%	18%	12%	-7%	12%[57.1 µM]	1	19%[57.1 µM]	-10%
36: COc1ccccc1Nc1nnc(SCc2cc(=O)n3ccsc3n2)s1
    -9%	38%	i	35%[activator]	-17%	-9%	-8	8%[57.1 µM]	24%
37: COc1ccc(C2=NO[C@H]3C[C@](C(=O)NC(C)C)(S(=O)(=O)c4ccccc4)C[C@@H]23)cc1
    -4%	24%	-8%	4%	-23%	7%[57.1 µM]	0	u	-3%
38: CC(C)N1CCN(Cc2cnc(N3CCCC3)s2)CC1CCO (centres undefined)
    -2%	25%	19%	1%	-10%	11%	6	19%	-4%
39: O=C1CN(C(=O)c2ccc(Cl)nc2)c2ccccc2N1
    -9%	8%	5%	-4%	1%	3%	1	6%[57.1 µM]	1%
40: Cc1c(Br)ccc(NC(=O)c2ccccc2[N+](=O)[O-])c1C
    -1%	28%	4%	-1%	-2%	-3%	-1	1%	-1%
41: COc1cccc2cc(C(=O)C3=C(O)C(=O)N(CCN4CCOCC4)C3c3ccc(C(C)(C)C)cc3)oc12 (centres undefined)
    u	-10%	-1%	-5%	-14%	-5%	3	-2%	u
42: O=C(CSCc1ccccc1Cl)NN1C(=O)c2ccccc2C1=O
    -3%	6%	x	5%	-15%	8%	7	19%	-1%
43: Cc1[nH]c2ccccc2c1C(=O)COC(=O)Cn1c(C)nc2ccccc21
    4%	11%	5%	7%	-2%	5%[57.1 µM]	5	6%	2%
44: Cc1c(N2C(=O)/C(=C3/C(=O)N(C)c4ccccc43)SC2=S)c(=O)n(-c2ccccc2)n1C
    -8%	25%	i	2%	3%	2%	-1	-12%	-1%
45: Cc1ccccc1S(=O)(=O)Cc1ccc(C(=O)NCCN(Cc2ccccc2)C(C)C)o1
    -4%	15%	i	3%	-9%	0%	-3	3%	7%

# Screening results: PubChem BioAssay, National Center for Advancing Translational Sciences (NCATS)

# An excerpt. The share of hits here may be higher or lower than overall.
